TbMetRS inhib – blocks T. brucei methionyl-tRNA synthetase activity | purified T. brucei MetRS, ATP depletion, Kinase-Glo luminescence | hit rate 0.4% among 360,000 | inhibition, % at 11.9 µM;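 active = inhibition above a per-plate cutoff of the control wells' mean inhibition plus 3 SD, cut at about 5.5% in these data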;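 also: 0% = DMSO wells median and 100% = median of wells with control inhibitor compound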
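Dosing: 11.9 µM single point; system: parasite MetRS enzyme; technique: luminescence of leftover ATP; times: 15 min enzyme-compound preincubation, 2 h reaction, 10 min detection, 25 °C; replicates: each compound tested once; read-out basis: percent inhibition relative to median high and low control wells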
FAS TE block – inhibitors of human fatty acid synthase thioesterase domain. recombinant FAS-TE, OMFH fluorogenic substrate, fluorescence endpoint. inhibition, % at 15 µM. hit rate 0.67% among 360,000. P49327;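 active = compounds whose normalised, plate-corrected inhibition of enzyme fluorescence in the single-dose primary screen is 50% or more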;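 also: 0% = DMSO with enzyme and 100% = substrate without enzyme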
E coli Lon inh – inhibitors of E. coli Lon protease | P0A9M0 | AID 602123 | inhibition, % at 7.94 µM | hit rate 0.42% among 360,000 | purified E. coli Lon protease, fluorescence polarization; in the data active = inhibition above about 13%, passing the limit was not always enough;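 also: 0% = enzyme with probe and DMSO and 100% = no enzyme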
PABP1 MLLE inh – blocks PAM2 peptide binding to the PABP1 MLLE domain. P11940. GST-MLLE / FITC-PAM2 fluorescence polarization. inhibition, % at 20 µM. hit rate 0.36% among 360,000; in the data active = inhibition above about 35%, passing the limit was not always enough;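 also: plate controls were DMSO wells with GST-MLLE for no effect and wells lacking GST-MLLE protein for full effect; some results filed as inactive read as strong as hits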
MsrA inhibitor – inhibitors of bovine MsrA; inhibition, % at 15.5 µM; purified bovine MsrA, absorbance read-out; hit rate 0.75% among 360,000; in the data active = inhibition above about 4.5%;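 also: 0% = vehicle wells with enzyme and 100% = reference inhibitor wells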
bovine MsrA act – activators of bovine methionine sulfoxide reductase A; purified bovine MsrA, absorbance read-out; activation, % at 10.6 µM; hit rate 0.3% among 360,000; AID 602163; in the data active = activation above about 7.5%;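 also: 0% = vehicle and 100% = reference activator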
MT1-MMP act inh – inhibitors of human MT1-MMP activation; P50281; hit rate 0.061% among 360,000; HT1080 RFP-PRO-GFP cells, GFP/RFP ratio fluorescence, overnight; percent of plate control window, DMSO zero; GFP/RFP ratio change, % at 20 µM;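 active = GFP/RFP ratio change of at least 30% with cell ATP level not reduced by more than half and red fluorescence within 50% of control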; also: strong numbers were not always called active
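Assay system – RFP-PRO-GFP reporter HT1080 cells · Compound dosing – single dose of 20 µM compound, 1% DMSO final · Incubation – overnight compound exposure at 37 °C · Measure – GFP/RFP fluorescence ratio · Benchmarks – DMSO wells and RFP-L50D-GFP cells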
SKN-1 inh – C. elegans SKN-1 inhibition | hit rate 0.49% among 360,000 | inhibition, % at 21.8 µM | C. elegans VP596 Pgst-4::GFP/RFP ratio, acrylamide-induced, 24 h;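 active = interference check ratio from 0.5 to 1.5 plus GFP to RFP signal ratio inhibition reaching or exceeding a fixed threshold, cut at about 30% in these data, passing the limit was not always enough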; also: some compounds called inactive have numbers as strong as hits
NRP1-CendR mod – modulators of CendR peptide binding to human neuropilin-1 | O14786 | FAM-RPARPAR peptide binding to NRP-1, fluorescence polarization | inhibition, % at 25 µM | hit rate 0.85% among 360,000;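 active = inhibition or corrected inhibition above about 18%, plus a signal ratio from 0.5 to 1.5, limit read from the data, passing the limit was not always enough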; also: strong numbers were not always called active
Numbers without * were called inactive. Rows were taken by chance; 4% or so of the library scored in one or more.

What do the screens show for `CN(CC(=O)Nc1ccccc1N1CCOCC1)S(=O)(=O)c1ccc(F)cc1`?
TbMetRS inhib: -0.4; FAS TE block: 1; E coli Lon inh: 7; PABP1 MLLE inh: -5; MsrA inhibitor: -0.3; bovine MsrA act: -2; MT1-MMP act inh: 7; SKN-1 inh: -1; NRP1-CendR mod: 1

Results for COc1ccccc1C(=O)CN1C(=O)NC2(CCCCCC2)C1=O ?
TbMetRS inhib: 0.2; FAS TE block: -2; E coli Lon inh: 6; PABP1 MLLE inh: -2; MsrA inhibitor: 1.2; bovine MsrA act: -1; MT1-MMP act inh: -1; SKN-1 inh: 6; NRP1-CendR mod: -4

What do the screens show for `O=C1CCNc2c(Cl)cc(Cl)cc21`?
TbMetRS inhib: 3.7; FAS TE block: 0; E coli Lon inh: 13; PABP1 MLLE inh: 27; MsrA inhibitor: -0.5; bovine MsrA act: -4; MT1-MMP act inh: -1; SKN-1 inh: 4; NRP1-CendR mod: 12

What do the screens show for `O=C(O)C1CC=CCC1C(=O)Nc1ccccc1` (stereo not drawn)?
TbMetRS inhib: -0.6; FAS TE block: -4; E coli Lon inh: -4; PABP1 MLLE inh: -2; MsrA inhibitor: -0.7; bovine MsrA act: -6; MT1-MMP act inh: 5; SKN-1 inh: 4; NRP1-CendR mod: 3

What do the screens show for `CCN(CC)C(=O)CSc1nnc(-c2ccccc2)o1`?
TbMetRS inhib: 0.2; FAS TE block: -5; E coli Lon inh: 0; PABP1 MLLE inh: 4; MsrA inhibitor: 0.7; bovine MsrA act: 2; MT1-MMP act inh: 1; SKN-1 inh: -2; NRP1-CendR mod: 10

What do the screens show for `N#Cc1cnn2c(-c3cccc([N+](=O)[O-])c3)ccnc12`?
TbMetRS inhib: 0.1; FAS TE block: 18; E coli Lon inh: -5; PABP1 MLLE inh: -6; MsrA inhibitor: 2.1; bovine MsrA act: -1; MT1-MMP act inh: -1; SKN-1 inh: -2; NRP1-CendR mod: -4

What do the screens show for `CCN(CC)CCCNC(=O)Cn1nc(-c2ccccc2)ccc1=O`?
TbMetRS inhib: 0.4; FAS TE block: -8; E coli Lon inh: 0; PABP1 MLLE inh: 8; MsrA inhibitor: -1.2; bovine MsrA act: -3; MT1-MMP act inh: 0; SKN-1 inh: 8; NRP1-CendR mod: -2

Results for CCOC(=O)N1CCC(N2C(=O)c3ccccc3C2Nc2ccc(Cl)cn2)CC1 (stereo not drawn) ?
TbMetRS inhib: 0.5; FAS TE block: 0; E coli Lon inh: -1; PABP1 MLLE inh: -1; MsrA inhibitor: -0.2; bovine MsrA act: 0; MT1-MMP act inh: -3; SKN-1 inh: 3; NRP1-CendR mod: -7

What do the screens show for `CCN(CC)C(=O)CN(c1cc2c(cc1OC)oc1ccccc12)S(=O)(=O)c1ccc(C)cc1`?
TbMetRS inhib: -0.7; FAS TE block: 20; E coli Lon inh: 12; PABP1 MLLE inh: 1; MsrA inhibitor: 2.1; bovine MsrA act: 1; MT1-MMP act inh: -16; SKN-1 inh: 16; NRP1-CendR mod: 3

What do the screens show for `O=C1c2cc(F)ccc2-n2c1nc1ccccc1c2=O`?
TbMetRS inhib: 0.2; FAS TE block: 9; E coli Lon inh: 1; PABP1 MLLE inh: -19; MsrA inhibitor: 0.4; bovine MsrA act: 1; MT1-MMP act inh: -8; SKN-1 inh: 2; NRP1-CendR mod: -11

Results for CCOc1ccc(C2c3[nH]c4ccccc4c3C[C@H]3C(=O)N(C4CCN(Cc5ccccc5)CC4)CC(=O)N23)cc1OC (stereo partly drawn) ?
TbMetRS inhib: -0.8; FAS TE block: 12; E coli Lon inh: -7; PABP1 MLLE inh: 0; MsrA inhibitor: 0.2; bovine MsrA act: -2; MT1-MMP act inh: 1; SKN-1 inh: -9; NRP1-CendR mod: -2

How did C=CCOC(=O)/C(=C/c1cccnc1)NC(=O)c1ccccc1 do in these assays?
TbMetRS inhib: -1.2; FAS TE block: -6; E coli Lon inh: 6; PABP1 MLLE inh: 4; MsrA inhibitor: 0.7; bovine MsrA act: -9; MT1-MMP act inh: -4; SKN-1 inh: -6; NRP1-CendR mod: 16

How did COc1ccc(S(=O)(=O)N2CCOCC2)cc1NC(=O)Cc1ccc(F)cc1 do in these assays?
TbMetRS inhib: -0.3; FAS TE block: 0; E coli Lon inh: -4; PABP1 MLLE inh: -41; MsrA inhibitor: 1.2; bovine MsrA act: -1; MT1-MMP act inh: -1; SKN-1 inh: 17; NRP1-CendR mod: 0

What do the screens show for `COc1ccc(-c2nnc(SCC3CCCO3)n2C)cc1` (stereo not drawn)?
TbMetRS inhib: -0.2; FAS TE block: -3; E coli Lon inh: 3; PABP1 MLLE inh: 9; MsrA inhibitor: -0.6; bovine MsrA act: -2; MT1-MMP act inh: 2; SKN-1 inh: -1; NRP1-CendR mod: 2

How did Cc1cccc(NC(=O)C2CCCN(S(=O)(=O)c3c(C)nn(C)c3C)C2)c1 (stereo not drawn) do in these assays?
TbMetRS inhib: 0.7; FAS TE block: 2; E coli Lon inh: -2; PABP1 MLLE inh: 0; MsrA inhibitor: -0.1; bovine MsrA act: -1; MT1-MMP act inh: 0; SKN-1 inh: 12; NRP1-CendR mod: -2

What do the screens show for `COc1ccc([N+](=O)[O-])cc1/C=N/Nc1nn[nH]n1`?
TbMetRS inhib: -1.1; FAS TE block: -4; E coli Lon inh: -4; PABP1 MLLE inh: 0; MsrA inhibitor: 1.8; bovine MsrA act: -7; MT1-MMP act inh: 7; SKN-1 inh: -2; NRP1-CendR mod: -2

Results for CC(=O)n1cc([C@H]2C=C(C(=O)NCc3ccccc3)O[C@@H](OCc3ccc(CO)cc3)C2)c2ccccc21 ?
TbMetRS inhib: -0.1; FAS TE block: 16; E coli Lon inh: -21; PABP1 MLLE inh: 13; MsrA inhibitor: 0.9; bovine MsrA act: -3; MT1-MMP act inh: -6; SKN-1 inh: 11; NRP1-CendR mod: -18

Results for CC(=O)Nc1ccc(NC(=O)C2CCN(C(=O)C3CC(=O)N(c4ccc(C)cc4)C3)CC2)cc1 (stereo not drawn) ?
TbMetRS inhib: -1.0; FAS TE block: -2; E coli Lon inh: 15; PABP1 MLLE inh: 7; MsrA inhibitor: 0.5; bovine MsrA act: -7; MT1-MMP act inh: 0; SKN-1 inh: -4; NRP1-CendR mod: 1

Results for CN1OC[C@@H]2CN[C@H](c3cccc(Oc4ccccc4)c3)C[C@@H]21 ?
TbMetRS inhib: -0.9; FAS TE block: -4; E coli Lon inh: -4; PABP1 MLLE inh: -44; MsrA inhibitor: 0.6; bovine MsrA act: -3; MT1-MMP act inh: 3; SKN-1 inh: -3; NRP1-CendR mod: -2

What do the screens show for `O=S(=O)(c1ccc(Cl)cc1)c1cnc2ccccc2n1`?
TbMetRS inhib: -0.3; FAS TE block: 14; E coli Lon inh: -16; PABP1 MLLE inh: -2; MsrA inhibitor: 0.5; bovine MsrA act: -3; MT1-MMP act inh: -8; SKN-1 inh: 10; NRP1-CendR mod: -5

What do the screens show for `CC(=O)c1ccc(NC(=O)CN2C(=O)/C(=C/C=C/c3ccccc3)SC2=S)cc1`?
TbMetRS inhib: 0.3; FAS TE block: 8; E coli Lon inh: -21; PABP1 MLLE inh: 0; MsrA inhibitor: 0.4; bovine MsrA act: -3; MT1-MMP act inh: 6; SKN-1 inh: 26; NRP1-CendR mod: -71

Results for CS(=O)(=O)c1cccc(C(=O)N(CCc2ccccc2)Cc2cccs2)c1 ?
TbMetRS inhib: -0.3; FAS TE block: 2; E coli Lon inh: 2; PABP1 MLLE inh: -36; MsrA inhibitor: -2.0; bovine MsrA act: 1; MT1-MMP act inh: -1; SKN-1 inh: 4; NRP1-CendR mod: -8

What do the screens show for `O=C(CCNC(=O)c1ccc(Cl)cc1)NCc1cccc(C(F)(F)F)c1`?
TbMetRS inhib: 0.4; FAS TE block: 10; E coli Lon inh: -1; PABP1 MLLE inh: -4; MsrA inhibitor: -0.9; bovine MsrA act: 2; MT1-MMP act inh: 1; SKN-1 inh: 32; NRP1-CendR mod: -7

What do the screens show for `CCn1nnnc1NC(=O)c1cc(OC)c(OC)c(OC)c1`?
TbMetRS inhib: -0.1; FAS TE block: -4; E coli Lon inh: -2; PABP1 MLLE inh: 11; MsrA inhibitor: 2.0; bovine MsrA act: -2; MT1-MMP act inh: 7; SKN-1 inh: 3; NRP1-CendR mod: -10

Results for COCCOC(=O)c1c(C)n(C)c2ccc(OC(=O)c3c(OC)cccc3OC)cc12 ?
TbMetRS inhib: -0.5; FAS TE block: 15; E coli Lon inh: 6; PABP1 MLLE inh: 21; MsrA inhibitor: 0.8; bovine MsrA act: 0; MT1-MMP act inh: 3; SKN-1 inh: 17; NRP1-CendR mod: -5

How did COC(=O)Cc1ccc(Oc2ncc(C(F)(F)F)cc2Cl)cc1 do in these assays?
TbMetRS inhib: -0.7; FAS TE block: 14; E coli Lon inh: -9; PABP1 MLLE inh: -2; MsrA inhibitor: -0.1; bovine MsrA act: -3; MT1-MMP act inh: 0; SKN-1 inh: 0; NRP1-CendR mod: -5

Results for Cn1nc(-c2ccccc2)c(CO)c1Oc1cccc(C(F)(F)F)c1 ?
TbMetRS inhib: -0.4; FAS TE block: 5; E coli Lon inh: -1; PABP1 MLLE inh: -2; MsrA inhibitor: 0.9; bovine MsrA act: 0; MT1-MMP act inh: 4; SKN-1 inh: 5; NRP1-CendR mod: 3

Results for CCOC(=O)c1ccccc1NC(=O)COc1coc(CN2CCc3ccccc32)cc1=O ?
TbMetRS inhib: 0.1; FAS TE block: 22; E coli Lon inh: -2; PABP1 MLLE inh: 3; MsrA inhibitor: -0.1; bovine MsrA act: 6; MT1-MMP act inh: 3; SKN-1 inh: 7; NRP1-CendR mod: -11

Results for O=C1OC(c2cccc3c(F)cccc23)c2ccccc21 (stereo not drawn) ?
TbMetRS inhib: -0.1; FAS TE block: 19; E coli Lon inh: -15; PABP1 MLLE inh: 5; MsrA inhibitor: 3.8; bovine MsrA act: -2; MT1-MMP act inh: 1; SKN-1 inh: 15; NRP1-CendR mod: -6

What do the screens show for `CCC(C)(C)c1ccc(Oc2ccc(N)cc2)cc1`?
TbMetRS inhib: -1.3; FAS TE block: 23; E coli Lon inh: 1; PABP1 MLLE inh: 5; MsrA inhibitor: 2.0; bovine MsrA act: -6; MT1-MMP act inh: -30; SKN-1 inh: 3; NRP1-CendR mod: 44*

Sorted by length of the SMILES (low to high): part of the list above.
How did COC(=O)Cc1ccc(Oc2ncc(C(F)(F)F)cc2Cl)cc1 do in these assays?
TbMetRS inhib: -0.7; FAS TE block: 14; E coli Lon inh: -9; PABP1 MLLE inh: -2; MsrA inhibitor: -0.1; bovine MsrA act: -3; MT1-MMP act inh: 0; SKN-1 inh: 0; NRP1-CendR mod: -5

Results for CS(=O)(=O)c1cccc(C(=O)N(CCc2ccccc2)Cc2cccs2)c1 ?
TbMetRS inhib: -0.3; FAS TE block: 2; E coli Lon inh: 2; PABP1 MLLE inh: -36; MsrA inhibitor: -2.0; bovine MsrA act: 1; MT1-MMP act inh: -1; SKN-1 inh: 4; NRP1-CendR mod: -8

What do the screens show for `CC(=O)c1ccc(NC(=O)CN2C(=O)/C(=C/C=C/c3ccccc3)SC2=S)cc1`?
TbMetRS inhib: 0.3; FAS TE block: 8; E coli Lon inh: -21; PABP1 MLLE inh: 0; MsrA inhibitor: 0.4; bovine MsrA act: -3; MT1-MMP act inh: 6; SKN-1 inh: 26; NRP1-CendR mod: -71
